Source: PubChem BioAssay
Sm TGR inh: S. mansoni TGR enzyme inhibition; Q962Y6; purified TGR, DTNB reduction, TNB absorbance 405 nm; 360,000 compounds, 3% hits; Potency, µM (titrated, usually from 114 µM), for the others: at the highest dose activity change, negative = inhibition, most hits filed as inhibitors; further: potency means the concentration at half of the fitted maximal effect; nearly all actives have a fitted effect of over 60% in size
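TGR 20 nM + NADPH 100 uM (dispensed conc.), cpd preinc 15 min RT; start with NADPH (500 uM addition) then DTNB (15 mM addition). Kinetic TNB absorbance, 405 nm filter. Four-parameter Hill fit across titration.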
FBPA Giardia inh: blocks Giardia fructose-bisphosphate aldolase activity; A8B2U2; 290,000 compounds, 0.71% hits; purified Giardia FBPA; Potency, µM (titrated, usually from 59.6 µM), for the others: top-dose activity, negative = inhibition, actives largely listed as inhibitors; further: potency means the concentration at half of the fitted maximal effect; nearly all actives have a fitted effect of over 55% in size
Target sequence (A8B2U2 whole entry, looked up): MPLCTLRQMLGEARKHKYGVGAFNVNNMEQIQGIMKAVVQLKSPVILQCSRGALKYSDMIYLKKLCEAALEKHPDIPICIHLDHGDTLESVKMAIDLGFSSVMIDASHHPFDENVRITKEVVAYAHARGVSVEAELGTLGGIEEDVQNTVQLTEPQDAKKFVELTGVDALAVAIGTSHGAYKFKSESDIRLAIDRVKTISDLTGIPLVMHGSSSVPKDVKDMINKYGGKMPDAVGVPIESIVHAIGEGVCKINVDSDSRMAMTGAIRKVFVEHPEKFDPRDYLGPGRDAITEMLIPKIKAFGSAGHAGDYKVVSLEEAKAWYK
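Giardia FBPA (40 nM reagent) was preincubated 10 min at RT with compound (up to 57.5 uM final), then substrate plus GAPDH/TPI/NAD/arsenate coupling system with diaphorase/resazurin was added; resorufin fluorescence (525/598 nm) was read after 20 min.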
AmpC no deterg: inhibitors of E. coli AmpC beta-lactamase without detergent; P00811; AmpC nitrocefin hydrolysis, absorbance 480 nm, 0.0001% Triton; Potency, µM (series often up to 57.1 µM), inactives show at the highest dose activity change, negative = inhibition, actives largely listed as inhibitors; 330,000 compounds, 0.52% hits; AID 485341;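 further: potency means the concentration at half of the fitted maximal effect; plate controls were no compound for no effect and no enzyme for full effect; nearly all actives have a fitted effect of over 20% in size; some results filed as inactive show a strong effect at the top dose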
Target sequence (P00811 whole entry, looked up): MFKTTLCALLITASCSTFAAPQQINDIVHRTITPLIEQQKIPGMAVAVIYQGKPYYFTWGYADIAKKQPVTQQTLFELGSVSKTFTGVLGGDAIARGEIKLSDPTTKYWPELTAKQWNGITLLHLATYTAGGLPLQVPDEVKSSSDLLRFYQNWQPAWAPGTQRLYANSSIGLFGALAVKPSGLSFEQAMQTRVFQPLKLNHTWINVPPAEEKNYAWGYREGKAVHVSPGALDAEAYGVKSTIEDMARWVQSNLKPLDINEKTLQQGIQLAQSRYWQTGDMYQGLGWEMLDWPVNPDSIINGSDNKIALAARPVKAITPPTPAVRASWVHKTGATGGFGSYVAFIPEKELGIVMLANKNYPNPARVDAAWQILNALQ
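20 mM phosphate pH 7.0 + 0.01% (detergent screen) or 0.0001% Triton X-100; 5.3 nM AmpC reagent; cpd preinc 15 min RT; nitrocefin (800 uM stock) to start; A480 q20 s × 4 min; Activity was normalised to no-enzyme and no-compound control wells.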
HCMV inh: inhibitors of human cytomegalovirus; HFF cells, HCMV-luciferase reporter, 72 h; stronger effect = lower value; activity change, negative = inhibition, % at 57.5 µM; 410,000 compounds, 4.5% hits; in the data active means activity change below about -60%; inconclusive means no clear call, values can overlap the other calls; inactive means above about -39%
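Screen run at 2 compound doses on HFFs infected with reporter HCMV, MOI 1 PFU/cell. Luciferase activity from cell lysates at 72 h post infection gave inhibition relative to buffer-only and Salinomycin wells.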
AMA1 RON2 block: disrupts binding of P. falciparum AMA1 to RON2 | Potency, µM (doses to about 58.2 µM), inactives show at the highest dose activity change, negative = inhibition, usual class: inhibitors | AlphaScreen AMA1-biotinylated RON2 peptide binding | 360,000 compounds, 0.2% hits | AID 720542;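 further: potency means the concentration at half of the fitted maximal effect; 0% = vehicle wells and -100% = peptide control; nearly all actives have a fitted effect of over 45% in size; some results filed as inactive show a strong effect at the top dose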
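AMA1 (3D7) with his tag at 25 nM final met compounds first, then biotinylated RON2 peptide at 25 nM; detection used donor plus acceptor beads, 10 µg/mL apiece, read by AlphaScreen after 30 min at room temperature.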
AmpC inh detg: inhibitors of E. coli AmpC beta-lactamase with detergent; 370,000 compounds, 0.041% hits; AmpC hydrolysis of nitrocefin, absorbance 480 nm, 0.01% Triton; AID 485294; P00811; Potency, µM (doses to about 114 µM), for inactives: at the highest dose activity change, negative = inhibition, actives largely listed as inhibitors;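 further: potency means the concentration at half of the fitted maximal effect; 0% = no-compound wells and -100% = no-enzyme wells; nearly all actives have a fitted effect of over 25% in size; some results filed as inactive show a strong effect at the top dose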
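20 mM phosphate pH 7.0 + 0.01% (detergent screen) or 0.0001% Triton X-100; 5.3 nM AmpC reagent; cpd preinc 15 min RT; nitrocefin (800 uM stock) to start; A480 q20 s × 4 min; Activity was normalised to no-enzyme and no-compound control wells.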
An asterisk follows results filed as active; ? = inconclusive; · = no result given; & = joins results of further samples; [ ] = dose if it differs, or a comment. Unless noted, the call rests on the fitted dose curve; in most records, active means well fitted curve in the direction sought with a large enough effect; inconclusive means small, poorly fitted or top-dose-only effect, or another doubt; inactive means no such curve, though single readings can be large; an effect the other way counts as inactive or inconclusive. Unless noted, on the % scale 0 is the no-effect control and ±100 the full control effect.

SMILES | Sm TGR inh | FBPA Giardia inh | AmpC no deterg | HCMV inh | AMA1 RON2 block | AmpC inh detg
CN(C)CCCN(C(=O)c1cc(-c2cccs2)nc2ccccc12)c1nc2c(F)cccc2s1 | -15% | · | 107%[activator] | -8 | -10% | -7%
O=C(CCCN1C(=O)/C(=C/c2ccccc2)SC1=S)Nc1cccc(O)c1 | -16% | -7% | -28% | -97* | -19% | -3%
OCCSc1nncn1/N=C/c1c[nH]c2ccccc12 | 5% | 1% | -16% | 40 | -7% | -8%
Cc1ccc(S(=O)(=O)N2CCOCC2)cc1NC(=O)CSc1nc2ccccc2c(=O)n1Cc1ccccc1 | -5% | 4% | 21% | 16 | -2% | -2%
CC1Sc2ccc(S(=O)(=O)NCCc3ccc(Cl)cc3)cc2NC1=O (centres undefined) | 2% | 6% | ? | 56 | -1% | -7%
O=C(C1CCCN(S(=O)(=O)c2ccc(F)cc2)C1)N1CCCCC1 (centres undefined) | -5% | · | 23% | 7 | 3% | -3%
Cc1ccc(Cn2ccc(NC(=O)c3cc4nc5c(c(C(F)(F)F)n4n3)CCc3ccccc3-5)n2)cc1 | 7% | 1% | -27% | · | · | 0%
FC(F)(F)c1cccc(Nc2nc3nonc3nc2Nc2ccc(Cl)cc2)c1 | 8% | · | · | -98* | · | 15%
CCCCCOc1ccc(C2C(C(=O)c3ccc(C)o3)=C(O)C(=O)N2c2cc(C)on2)cc1 (centres undefined) | ? | -1% | -33% | -16 | 53%[activator] | -1%
COCCn1cnnc1SCC(=O)Nc1cc(C)on1 | · | · | -6% | 1 | 14% | ·
CCOc1cc(/C=N/NC(=O)Cc2ccc(C(F)(F)F)cc2[N+](=O)[O-])c(Br)cc1OC | -16% | 5% | -32% | -21 | 0% | 0%
CCn1c(CNC(=O)c2ccccc2F)cc2ccccc21 | 1% | -4% | 0% | 50 | 23% | 13%
Cc1nc(Cl)c(C(=O)NCCc2ccccc2)c(C)c1[N+](=O)[O-] | -5% | 18% | -5% | -20 | 0% | 2%
Cc1cc(C(F)F)n2ncc(C(=O)N3CCC(C(N)=O)CC3)c2n1 | -9% | -2% | 1% | 30 | 15% | -5%
CCOc1ccccc1N1CCN(Cc2cccc(OC)c2O)CC1 | -11% | -22% | -20% | -14 | -3% | -21%
O=C(CN(C(=O)c1ccc(Cl)cc1)N1C(=O)C2C3C=CC(C3)C2C1=O)c1cccs1 (centres undefined) | -2% | 0% | -28% | 21 | -5% | 3%
CCCCN(C(=O)Cc1ccc2c(c1)OCCO2)c1c(N)n(CCC)c(=O)[nH]c1=O | 1% | · | -13% | 0 | 7% | -14%
O=C(c1ccccc1Cc1ccccc1)N1CCN(S(=O)(=O)c2ccccc2[N+](=O)[O-])CC1 | -2% | · | 12% | -27 | -14% | -3%
CC1CCOC(c2coc3ccccc3c2=O)O1 (centres undefined) | -7% | 2% | -13% | 135 | -5% | -3%
COC(=O)Cn1cnc2sc(C)c(S(=O)(=O)N3CCC(C)CC3)c2c1=O | 9% | 11% | -5% | 41 | -15% | 0%
Cc1cccc(C)c1NC(=O)CNC(=O)C1CC(=O)N(Cc2ccccc2)C1 (centres undefined) | 1% | · | -7% | 3 | -6% | -13%
COc1ccccc1NC(=O)Cn1c(=O)n(Cc2ccco2)c(=O)c2cccnc21 | -22% | · | · | 16 | · | -2%
O=C(Cc1cccs1)N/N=C/C(Cl)=C/c1ccccc1 | -9% | 3% | ? | -6 | -10% | ?
CC(=O)c1ccc(-n2nncc2C)cc1 | 0% | -2% | -3% | 38 | -10% | ?
CCc1ccccc1NC(=O)c1cc(C)no1 | 7% | -11% | -9% | ? | -9% | 2%
CCOC(=O)c1ccc(NCn2c(=O)oc3ccccc32)cc1 | 22% | -1% | -16% | -6 | 4% | ?
CCc1ccc(OCCOCC(O)CNC(C)CC)cc1 (centres undefined) | -3% | 0% | 28% | -28 | 2% | -12%
CCNC(=O)c1ccc(-n2c(-c3ccccc3)cc3c2CCCCC3)cc1 | 2% | · | · | -15 | · | 1%
C/C(CC(=O)Nc1ccc(Cl)cc1)=N\NC(=O)C(=O)N1CCCCC1 | 0% | 2% | 14% | 8 | 86%[activator] | -2%
Cc1cc(-c2ccc(Cl)cc2)n2nc(C)cc2n1 | 1% | 3% | 9% | 21 | 19% | ?
CCN1C(=O)[C@H]2[C@@H](c3ccc(C)cc3)N3C(=O)N(c4ccc(OC)cc4)C(=O)[C@@]3(Cc3ccc(Cl)cc3)[C@H]2C1=O | 25% | -3% | 119%[activator] | -6 | 4% | 0%
CCCn1c(Nc2ccccc2C)nc2ccccc21 | -1% | 2% | -23% | 10 | 0% | -7%
CC(C)Oc1cccnc1N(C)C1CCN(Cc2ccccc2)CC1 | · | 2% | · | -11 | 3% | ·
COc1ccc(OC)c(NC(=O)Cn2c(=O)cc(C)c3c(C)nn(-c4cccc(Cl)c4C)c32)c1 | -9% | · | · | ? | · | -6%
CCc1ccc(NC(=O)C2CC(=O)Nc3ncnn32)cc1 (centres undefined) | -19% | -5% | -19% | -21 | -11% | -20%
CCC[C@@H](CN[C@@H](CNC)[C@H](C)CC)NCC1CCC(C(C)(C)C)CC1 (some centres undefined) | 1% | ? | 40% | -99* | 85%[activator] | -5%
Cc1cc(-c2nn(-c3ccccc3F)cc2CN2CCN(c3ccccn3)CC2)c(C)s1 | 12% | -1% | 23% | -27 | -24% | 2%
Cc1ccc(S(=O)(=O)NCC(=O)OCCOc2cccc(Cl)c2)cc1 | 2% | · | -32% | 48 | 22% | ?
COc1ccc(C(=O)NCc2ccc(C(=O)NCC(OC)OC)cc2)cc1OC | -7% | -4% | -35% | 38 | -18% | ?
COc1ccc(CNC(=O)CN(c2ccc(C)cc2)S(=O)(=O)c2c(C)noc2C)cc1 | 2%&11% | 1% | 2% | -19&0 | 6% | -1%&2%
O=C(COC(=O)C1=COCCO1)NCCCc1ccccc1 | 11% | 1% | -6% | 37 | -13% | ?
Cc1ccc(N2CC(NC(=O)c3cc4ccccc4o3)CC2=O)cc1 (centres undefined) | 5% | · | · | 41 | · | -1%
CCOc1ccc(S(=O)(=O)Nc2ccccc2C(=O)NCc2ccco2)cc1 | ? | -1% | -30% | -34 | -4% | ?
Cc1ccc(S(=O)(=O)N2CCN(Cc3ccc4c(c3)OCO4)CC2)cc1 | 2% | · | · | 1 | · | 21%
CCCS(=O)(=O)Nc1cc2c(cc1NCc1ccccc1)n(C)c(=O)n2C | 3% | · | · | -9 | · | 17%
Cc1cc(Nc2n[nH]c(N)c2C#N)ccc1F | 1% | 2% | -27% | 42 | 0% | 9%
O=C1CCCc2c1cc(C(=O)O)c(=O)n2-c1ccccc1 | 0% | -2% | -15% | 8 | 23% | -7%
O=C1C2CCCN2C(c2cccnc2)N1c1ccc(Cl)cc1 (centres undefined) | -19% | 1% | 0% | -16 | -3% | -8%
Cc1c(C(=O)N2CCC(C)CC2)c(S(=O)(=O)N2CCN(c3ccc(Cl)cc3)CC2)c(C)n1C | 0% | · | · | 23 | · | -2%
Cc1cc(C)cc(CSc2ccc(S(=O)(=O)N3CCCC3)cn2)c1 | -21% | · | 2% | -23 | 18% | 5%
O=c1[nH]c(C(Cl)(Cl)Cl)nc2ccc3ccccc3c12 | -27% | -4% | -25% | -11 | 14% | ?
COc1ccc(C(=O)C[n+]2cccc3cc(C)ccc32)cc1 | -11% | -3% | -4% | 1 | -2% | 4%
Cc1noc(C)c1C(=O)N1CCC2(CC1)OCCO2 | -3% | 10% | -12% | 27 | -3% | 3%
Cc1nc(N2CCCC2)c2c(C(=O)N3CCN(c4ccccc4)CC3)c(C)oc2n1 | 8% | · | · | 53 | · | -1%
FC(F)(F)c1ccc(C2=Nc3ccccc3NC(c3cccs3)=N2)cc1 | -1% | · | · | 22 | · | 1%
O=C(NCC(=O)N1CCN(Cc2ccccc2)CC1)c1cc(Cl)cc([N+](=O)[O-])c1 | · | · | 12% | -86* | 16% | ·
CC1Cc2ccccc2N1Cc1nc2cc(Cl)ccc2c(=O)[nH]1 (centres undefined) | -7% | -3% | -36% | 11 | 21% | -2%
Cc1ccccc1C(=O)n1nc(-c2ccco2)nc1NCc1cccs1 | -33% | · | · | 25 | · | 1%
O=C(NC(Cc1ccccc1)C(=O)O)c1cccnc1Cl (centres undefined) | 0% | -1% | -18% | · | -11% | 1%
O=C(NCc1ccccn1)c1nc(Cn2cc([N+](=O)[O-])cn2)no1 | 5% | -8% | -7% | -7 | 110%[activator] | ?

Continued:
SMILES | Sm TGR inh | FBPA Giardia inh | AmpC no deterg | HCMV inh | AMA1 RON2 block | AmpC inh detg
CC1(C2CC2)NC(=O)N(CC(=O)Nc2ccccc2-c2ccccc2)C1=O (centres undefined) | -2% | 0% | -21% | -30 | 2% | 7%
COC(=O)CCC(=O)OC1(C)C(=O)C2=CN(C3CC3)C(c3ccc(OC)cc3)=CC2=C(Br)C1=O (centres undefined) | · | ? | · | -25 | -30% | ·
Nc1nn(S(=O)(=O)c2cccc3nsnc23)cc1-c1ccc(Br)cc1 | 6% | -1% | 20µM* | -9 | ? | ?
CCn1nc(C)c(CNC(=O)C2CCC(=O)N(CCc3ccc(OC)cc3)C2)c1C (centres undefined) | 1% | ? | 14% | 30 | -4% | -10%
O=C(Nc1ccc(C2=NCCN2)cc1)c1ccc(C(=O)Nc2ccc(C3=NCCN3)cc2)c(Cl)c1 | 5% | 5% | -4% | -12 | -9% | -5%
Cc1cc(=O)oc(C)c1C(=O)OCC(=O)c1ccc2ccccc2c1 | -6% | 0% | -12% | 4 | 15% | 2%
COc1cc(OC)c(NS(=O)(=O)c2c(C(=O)N3CCCCCC3)c(C)n(C)c2C)cc1Cl | 23% | · | · | -15 | · | 2%
O=C(C1CCC(Cn2c(=O)c3sccc3n(Cc3ccc(F)cc3)c2=O)CC1)N1CCOCC1 (centres undefined) | -3% | · | · | -36 | · | 18%
C=CCn1nc2ccccc2c1OCCO | -8% | · | -16% | 39 | 2% | ?
COC(=O)c1ccc(OCC(O)Cn2nnc3ccccc32)cc1 (centres undefined) | -1% | -3% | -14% | 74 | -4% | 3%

Rewritten as labelled records: part of the list above.
> Cc1cc(=O)oc(C)c1C(=O)OCC(=O)c1ccc2ccccc2c1
  Sm TGR inh: -6%; FBPA Giardia inh: 0%; AmpC no deterg: -12%; HCMV inh: 4; AMA1 RON2 block: 15%; AmpC inh detg: 2%

> COc1cc(OC)c(NS(=O)(=O)c2c(C(=O)N3CCCCCC3)c(C)n(C)c2C)cc1Cl
  Sm TGR inh: 23%; FBPA Giardia inh: ·; AmpC no deterg: ·; HCMV inh: -15; AMA1 RON2 block: ·; AmpC inh detg: 2%

> O=C(C1CCC(Cn2c(=O)c3sccc3n(Cc3ccc(F)cc3)c2=O)CC1)N1CCOCC1 (centres undefined)
  Sm TGR inh: -3%; FBPA Giardia inh: ·; AmpC no deterg: ·; HCMV inh: -36; AMA1 RON2 block: ·; AmpC inh detg: 18%

> C=CCn1nc2ccccc2c1OCCO
  Sm TGR inh: -8%; FBPA Giardia inh: ·; AmpC no deterg: -16%; HCMV inh: 39; AMA1 RON2 block: 2%; AmpC inh detg: ?
